RGS12 GoLoco inh – inhibitors of human Gai1-RGS12 GoLoco interaction (red fluorophore); P63096; Gai1:RGS12 GoLoco peptide FP, rhodamine, 10 min; Potency, µM (highest dose often 61.6 µM), for the others: at the highest dose activity, negative = inhibition, most hits filed as inhibitors; 230,000 tested, 0.44% active; active = well fitted inhibition curve with a large enough effect, not every such curve was filed as active; inactive = no such curve, though single readings can be large or run the other way; note: nearly all actives have a fitted effect of over 30% in size; many of its hits are not listed in these tables
Tau fibril FP – blocks human tau fibril formation measured by polarization; P10636; K18 P301L tau heparin fibrillization, Alexa594 FP, 6 h; Potency, µM (doses to about 57.7 µM), without a hit: at the highest dose activity, negative = inhibition, most hits filed as inhibitors; 280,000 tested, 0.39% active; AID 1468; note: nearly all actives have a fitted effect of over 55% in size
Target sequence (P10636 561-689 P618L limits assumed): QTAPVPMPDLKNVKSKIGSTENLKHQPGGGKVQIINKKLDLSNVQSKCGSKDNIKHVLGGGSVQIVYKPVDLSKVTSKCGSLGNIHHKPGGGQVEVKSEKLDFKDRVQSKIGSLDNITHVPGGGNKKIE
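Compound effects on tau fibrillization are measured by Alexa 594 fluorescence polarization (ex 555, em 632 nm). K18 P301L tau is used at 15 uM with 0.24 uM labeled tracer, and 20 uM heparin induces aggregation over 6 hr at 37 C.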
RECQ1 helicase – inhibitors of human RECQ1 DNA helicase. AID 2549. 240,000 tested, 0.54% active. RECQ1 DNA unwinding, red fluorescence kinetic read. Potency, µM (top dose mostly 57.3 µM), inactives show at the highest dose activity, negative = inhibition, hits mostly inhibitors;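 note: plate controls were vehicle for no effect and no enzyme for full effect; nearly all actives have a fitted effect of over 30% in size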
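RECQ1T1 50 nM; forked duplex (20 bp + 30-nt ss tails) 200 nM, ATP 2 mM final; pH 8.0, 2 mM MgCl2, 2.5 ug/ml poly(dI-dC); 15 min compound preincubation; discontinuous kinetic read over 2 h at RT.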
TexasRed fluor – Texas Red fluorescence interference in TRb-SRC2 counter-screen; TRb/SRC2 Texas Red total fluorescence interference; Potency, µM (doses to about 106 µM), without a hit: at the highest dose fluorescence change, negative = quenching; 280,000 tested, 0.29% active; AID 1479; active = well fitted curve in either direction with a large enough effect; inconclusive = small, poorly fitted or top-dose-only effect
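Flags fluorescent or light-absorbing compounds by total fluorescence, S + 2P, at 555 nm excitation and 632 nm emission. Mixture: 20 nM Texas Red SRC2 peptide, 0.6 uM human TRb LBD, 1 uM T3, 5% DMSO; compound exposure 5 h at ambient temperature.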
JMJD2E inh – blocks human JMJD2E demethylase activity. B2RXH2. JMJD2E catalytic domain, FDH-coupled NADH fluorescence (FDH is formaldehyde dehydrogenase). Potency, µM (highest dose often 57.1 µM), without a hit: top-dose activity change, negative = inhibition, usual class: inhibitors. 230,000 tested, 1.6% active; active = well fitted inhibition curve with a large enough effect, not every such curve was filed as active; inconclusive = small, poorly fitted or top-dose-only effect, or another doubt; inactive = no such curve, though single readings can be large or run the other way;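 note: 0% = wells with enzyme and -100% = buffer wells without enzyme; nearly all actives have a fitted effect of over 50% in size; many of its hits are not listed in these tables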
Tau ThT inhib – blocks human tau fibril formation measured by thioflavin T; AID 1460; 270,000 tested, 2.1% active; recombinant tau K18 P301L, heparin-induced fibrillization, ThT fluorescence; Potency, µM (top dose mostly 57.4 µM), inactives show at the highest dose activity, negative = inhibition, hits mostly inhibitors; note: nearly all actives have a fitted effect of over 55% in size
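Fibril formation assay: tau K18 P301L at 15 uM with trace Alexa 594 label, heparin inducer 20 uM, pH 7 sodium acetate buffer, 37 C for 6 hr; endpoint ThT signal.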
L3MBTL1 inh – L3MBTL1 (human) inhibition. AlphaScreen L3MBTL1–H3K9me1 peptide binding. Q9Y468. 230,000 tested, 0.66% active. Potency, µM (titrated, usually from 57.1 µM), for inactives: top-dose activity, negative = inhibition, hits mostly inhibitors; note: nearly all actives have a fitted effect of over 60% in size
Target sequence (Q9Y468 whole entry, looked up): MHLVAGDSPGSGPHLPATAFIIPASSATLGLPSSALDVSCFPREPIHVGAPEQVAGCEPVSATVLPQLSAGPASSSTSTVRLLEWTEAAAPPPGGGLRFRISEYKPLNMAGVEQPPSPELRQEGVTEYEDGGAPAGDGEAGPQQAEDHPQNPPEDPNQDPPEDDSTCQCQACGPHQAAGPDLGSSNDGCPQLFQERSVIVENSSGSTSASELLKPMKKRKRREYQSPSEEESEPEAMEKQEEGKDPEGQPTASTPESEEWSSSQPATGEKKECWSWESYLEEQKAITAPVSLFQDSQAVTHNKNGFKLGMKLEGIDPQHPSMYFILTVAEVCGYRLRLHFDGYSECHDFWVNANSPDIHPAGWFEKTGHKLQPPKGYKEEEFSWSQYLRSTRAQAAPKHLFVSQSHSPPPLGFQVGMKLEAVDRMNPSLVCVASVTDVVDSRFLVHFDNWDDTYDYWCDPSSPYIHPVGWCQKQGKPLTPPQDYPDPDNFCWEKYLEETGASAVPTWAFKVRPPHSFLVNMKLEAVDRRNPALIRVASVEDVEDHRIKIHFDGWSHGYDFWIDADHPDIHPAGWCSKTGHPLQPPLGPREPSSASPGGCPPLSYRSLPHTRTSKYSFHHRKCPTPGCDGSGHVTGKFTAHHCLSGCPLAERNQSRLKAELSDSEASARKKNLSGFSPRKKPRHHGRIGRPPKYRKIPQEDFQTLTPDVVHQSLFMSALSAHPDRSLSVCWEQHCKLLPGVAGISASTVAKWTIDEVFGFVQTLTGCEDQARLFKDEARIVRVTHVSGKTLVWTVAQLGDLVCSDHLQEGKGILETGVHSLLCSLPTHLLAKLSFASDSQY
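L3MBTL1 50 nM + b-AHA-H3(1-15)K9me1 75 nM, 30 min RT; compound added, 30 min RT; streptavidin donor/Ni-chelate acceptor beads 10 ug/mL each final, 30 min RT dark; AlphaScreen read.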
TRb SRC2 PPI – inhibitors of human thyroid hormone receptor beta-SRC2 interaction; P10828; TRbeta-SRC2 peptide binding, fluorescence polarization; receptor liganded with 1 µM T3; Potency, µM (series often up to 106 µM), for the others: top-dose activity change, negative = inhibition, hits mostly inhibitors; 280,000 tested, 0.065% active; AID 1469;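 note: plate controls were bound peptide for no effect and peptide without receptor for full effect; nearly all actives have a fitted effect of over 50% in size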
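Each compound concentration gave % activity, normalized to unbound and bound Texas Red SRC2 controls, from polarization read after 5 hr ambient incubation with T3-loaded human TRb LBD.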
An asterisk follows results filed as active; i = inactive; ? = inconclusive; nt = no result given; ! = a repeat was not active; [ ] = another dose, or the depositor's remark. Unless noted, calls come from the whole dose curve; as a rule, active = well fitted curve in the direction sought with a large enough effect; inconclusive = small, poorly fitted or top-dose-only effect, or another doubt; inactive = no such curve, though single readings can be large; an effect the other way counts as inactive or inconclusive. Unless noted, % is set by controls: 0 for no effect and ±100 for the full control effect; potency is the fitted concentration of half-maximal effect. A portion of the library. The share of hits here may be higher or lower than overall.

canonical_smiles,RGS12 GoLoco inh,Tau fibril FP,RECQ1 helicase,TexasRed fluor,JMJD2E inh,Tau ThT inhib,L3MBTL1 inh,TRb SRC2 PPI
O=C(NCc1ccc(Cl)cc1)C1CCN(S(=O)(=O)c2cccc3nonc23)CC1,nt,-5%,nt,4%,nt,-3%,nt,-5%
O=C(NCc1ccc(Cl)cc1)c1cnccn1,5%,-11%,-4%,-7%,-1%,-7%,-3%,0%
CCOC(=O)c1cccc(-n2c(C)cc(C=O)c2C)c1,9%,-5%,-7%,3%,-7%,-2%,-17%,-2%
Cc1ccc(N=C2NC(=O)c3cc([N+](=O)[O-])ccc32)cc1,-8%,3%,10%,0%,17%,?,2%,-2%
CCOC(=O)c1[nH]c2cc3c(cc2c1NC(=O)CN1CC(C)CC(C)C1)OCO3 (stereo unspecified),5%,14%,-7%,-6%,?,-23%,1%,-3%
COc1cccc(NC(=O)C2CCC(CNS(=O)(=O)c3ccc4c(c3)CCCC(=O)N4)CC2)c1 (stereo unspecified),nt,0%,nt,0%,nt,1%,nt,2%
CCOc1ccc(NS(=O)(=O)c2ccc(OCC(=O)N3CCCC3)cc2)cc1,-4%,-1%,-4%,-2%,7%,4%,nt,-5%
COc1cccc2c1C(=O)c1c(O)c3c(c(O)c1C2=O)C[C@@](O)(C(C)=O)C[C@@H]3O[C@H]1C[C@H](N)[C@H](O)[C@H](C)O1,1.6µM*,25µM*,28µM*!,45µM*![fluorescent],35µM*!,4µM*,-20%,22µM*!
O=C1CN(C(=O)CCCc2c[nH]c3ccccc23)c2ccccc2N1,1%,17%,i,-3%,1%,-18%,-5%,2%
CC(=O)c1ccc(NC(=O)C2CCCN(S(=O)(=O)c3ccc4c(c3)CCCN4C(C)=O)C2)cc1 (stereo unspecified),nt,1%,nt,-2%,nt,-2%,nt,-2%
CCCN1CCN(c2ncnc3sc(C(=O)Nc4c(C)cc(C)cc4C)c(C)c23)CC1,nt,8%,nt,-1%,nt,-1%,nt,2%
COC(=O)CN(n1cnnc1)S(=O)(=O)c1ccc(C)cc1,-6%,0%,-3%,-3%,-1%,-2%,nt,-1%
COc1ccc(Nc2ncc(C(=O)N3CCN(Cc4ccccc4)CC3)c3ccccc23)cc1,-8%,19%,-7%,-3%,?,-10%,10%,-24%
CCn1nc(C)c(NS(=O)(=O)c2ccccc2)c1C,2%,-1%,-2%,0%,0%,-2%,nt,-7%
O=C(c1cc(-n2cnnc2)ccc1Cl)N1CCN(c2nc(-c3ccccc3)cs2)CC1,8%,-5%,i,-2%,7%,-7%,6%,-3%
COc1cccc(NC(=O)C(=O)NCCCn2ccnc2)c1,4%,?,i,-2%,-2%,2%,-10%,-2%
Cc1nn(C)c(C)c1S(=O)(=O)N1CCc2ccccc21,5%,7%,-1%,1%,3%,-3%,0%,1%
O=C(CC1C(=O)NCCN1Cc1ccc(F)cc1)NCCOc1cccnc1 (stereo unspecified),-18%,-11%,-9%,-2%,?,-9%,-3%,-2%
CSc1ccccc1NC(=O)CN(C)CC(=O)NCc1ccccc1,5%,-4%,4%,0%,4%,-1%,6%,9%
COc1ccc(CNC(=O)C/C(C)=N/NC(=O)COc2ccc(Br)cc2)cc1,-6%,2%,i,-2%,-3%,?,-7%,2%
COc1cccc(CN2CCc3nc(Nc4ccc5c(c4)OCCO5)ncc3C2)c1OC,nt,11%,nt,0%,nt,?,nt,-7%
COc1ccc(C2NC(=O)c3ccccc3O2)c(OC)c1OC (stereo unspecified),6%,3%,-5%,-4%,?,-13%,-2%,1%
Cc1ccc(C(=O)COC(=O)CCC(=O)NC2CCCCC2)cc1C,15%,-12%,-12%,-3%,7%,-16%,nt,0%
CCOc1cc(C2c3c(oc4ccccc4c3=O)C(=O)N2c2nccs2)ccc1O (stereo unspecified),13%,-10%,i,-2%,0%,nt,nt,-6%
CC(=O)CS(=O)(=O)c1ccc(Oc2ccc(S(=O)(=O)CC(C)=O)cc2)cc1,2%,0%,-28%,1%,1%,-19%,-3%,10%

Molecules from the list above that have an NH in an aromatic ring (two):
canonical_smiles,RGS12 GoLoco inh,Tau fibril FP,RECQ1 helicase,TexasRed fluor,JMJD2E inh,Tau ThT inhib,L3MBTL1 inh,TRb SRC2 PPI
CCOC(=O)c1[nH]c2cc3c(cc2c1NC(=O)CN1CC(C)CC(C)C1)OCO3 (stereo unspecified),5%,14%,-7%,-6%,?,-23%,1%,-3%
O=C1CN(C(=O)CCCc2c[nH]c3ccccc23)c2ccccc2N1,1%,17%,i,-3%,1%,-18%,-5%,2%

(listing goes on)
canonical_smiles,RGS12 GoLoco inh,Tau fibril FP,RECQ1 helicase,TexasRed fluor,JMJD2E inh,Tau ThT inhib,L3MBTL1 inh,TRb SRC2 PPI
Cc1c(N=C2SC(CC(=O)Nc3ccccc3)C(=O)N2CCN2CCOCC2)c(=O)n(-c2ccccc2)n1C (stereo unspecified),7%,4%,1%,0%,-4%,-5%,24%,2%
Cn1nc(CC(=O)NC2CCCCCC2)c2ccccc2c1=O,0%,3%,-10%,1%,-2%,-4%,-3%,3%
Cc1cc(-c2ccccc2)nc(Oc2cccc(C(F)(F)F)c2)c1S(C)(=O)=O,10%,-2%,-10%,1%,?,-11%,11%,-4%
Cc1cc(C)c2c(CC(=O)N(Cc3ccccc3)C3CCS(=O)(=O)C3)coc2c1 (stereo unspecified),nt,7%,nt,4%,nt,-15%,nt,-4%
CC1CCC(NC(=O)C2CCN(c3cnccn3)CC2)CC1 (stereo unspecified),6%,7%,-7%,-1%,-3%,7%,3%,1%
O=C(CCCN1CCOCC1)c1ccc2c(c1)OCCO2,12%,-9%,-11%,2%,-24%,-9%,-4%,5%
COc1cccc(Cl)c1NC(=O)N1CCN(c2cc(C)nc3ccccc23)CC1,-4%,-3%[0.0958 µM],-8%,-1%,2%,nt,nt,4%
O=C(Cc1cc(C(=O)O)c2ccccc2n1)Nc1ccccc1,3%,-4%,-13%,-2%,-5%,-10%,nt,1%
Nc1cc(=O)n(Cc2ccccc2)c(=O)n1-c1ccc(F)cc1,2%,3%,-5%,-3%,1%,7%,5%,2%
Cc1cc(C)cc(N(CC(=O)Nc2c(C)cc(C)cc2C)S(=O)(=O)c2c(C)nn(C)c2C)c1,nt,6%,nt,0%,nt,-2%,nt,6%
COCc1cc(C)nc(Nc2ccc(C)cc2C)c1C#N,4%,4%,-2%,2%,?,-1%,5%,-1%
Brc1ccc(Oc2ncc(CN3CCN(c4ccccc4)CC3)s2)cc1,-14%,8%,-1%,-3%,-1%,?,nt,-2%
C=CCn1cnc2c(c1=O)c1nc3ccccc3nc1n2Cc1ccccc1,-5%,3%,i,3%,?,-13%,nt,-18%
CCOc1nc(N(C)C)nc(-n2nnc(C(C)=O)c2C)n1,10%,-5%,9%,-1%,0%,-5%,6%,6%
COc1ccc(CC(=O)Nc2cccc(C(=O)Nc3ccccc3C(=O)O)c2)cc1OC,-10%,9%,-5%,1%,-16%,-5%,7%,3%
CCN(CC)C(=O)c1sc2c(c1C)c(=O)n(-c1ccccc1)c(=O)n2Cc1c(C)cc(C)cc1C,nt,-1%,nt,-1%,nt,-2%,nt,7%
Cc1ccc(C)c(C(=O)CC2(O)C(=O)N(C)c3ccccc32)c1 (stereo unspecified),-3%,?,i,2%,2%,-3%,nt,-22%
CCCN(CC#CC(O)(c1ccccc1)c1cccnc1)CCC (stereo unspecified),-5%,-5%,i,-3%,?,5%,0%,-4%
Cc1ccc(CNC(=O)c2nc3nc(C)cc(C)n3n2)cc1,5%,-4%,1%,0%,4%,-5%,7%,-6%
CCN(CC)CCNc1nc(-c2ccco2)c2c(c1C#N)CC(C)(C)OC2,8%,9%,-1%,2%,?,-4%,-4%,-7%
O=C(NNC(=O)c1ccccc1F)c1cccc(Cl)c1,5%,0%,-12%,1%,1%,-3%,0%,-3%
Cc1cc(C)cc(NC(=O)c2cnn(-c3ccccc3)c2C2CCNCC2)c1,-5%,-9%,-4%,1%,-1%,-6%,10%,5%
O=C(Nc1nnc(-c2ccco2)o1)c1ccc(N2C(=O)CCC2=O)cc1,9%,-1%,-15%,-1%,-1%,-11%,nt,-5%
CC(C)n1nc(C(=O)Nc2ccccc2N2CCOCC2)c2ccccc2c1=O,-2%,-5%,i,-1%,-1%,1%,-7%,-3%
CN(C)CC1CCCCC1OC(=O)c1ccc(Cl)cc1 (stereo unspecified),4%,-1%,i,2%,11%,-3%,7%,0%
CCNc1nc(Cl)nc(N(NC(C)=O)C(C)C)n1,1%,-4%,0%,-1%,8%,6%,3%,-6%
Cn1cc(-c2cc3n(n2)CCC(=O)N3CCCC(=O)Nc2ccc(Cl)cc2)c2ccccc21,nt,5%,nt,-2%,nt,?,nt,-7%
Cc1ccccc1C(=O)Nc1nnc(-c2ccco2)s1,7%,-1%,i,-2%,?,-2%,-14%,-3%

A draw from above in order of number of heavy atoms, high to low:
canonical_smiles,RGS12 GoLoco inh,Tau fibril FP,RECQ1 helicase,TexasRed fluor,JMJD2E inh,Tau ThT inhib,L3MBTL1 inh,TRb SRC2 PPI
CC(C)n1nc(C(=O)Nc2ccccc2N2CCOCC2)c2ccccc2c1=O,-2%,-5%,i,-1%,-1%,1%,-7%,-3%
CCN(CC)CCNc1nc(-c2ccco2)c2c(c1C#N)CC(C)(C)OC2,8%,9%,-1%,2%,?,-4%,-4%,-7%
CCCN(CC#CC(O)(c1ccccc1)c1cccnc1)CCC (stereo unspecified),-5%,-5%,i,-3%,?,5%,0%,-4%
Nc1cc(=O)n(Cc2ccccc2)c(=O)n1-c1ccc(F)cc1,2%,3%,-5%,-3%,1%,7%,5%,2%
COCc1cc(C)nc(Nc2ccc(C)cc2C)c1C#N,4%,4%,-2%,2%,?,-1%,5%,-1%
CN(C)CC1CCCCC1OC(=O)c1ccc(Cl)cc1 (stereo unspecified),4%,-1%,i,2%,11%,-3%,7%,0%

Screens: PubChem BioAssay, National Center for Advancing Translational Sciences (NCATS)
